GPR55 activation – GPR55 agonists via beta-arrestin recruitment, primary screen, imaging, U2OS cells, beta-arrestin-GFP redistribution (AID 1961). one-dose activation, % at 10 µM; EC50 in µM for titrated hits. G-protein coupled receptor 55 (Homo sapiens). 0.048% of 290,000 active. U2OS GPR55 beta-arrestin-GFP redistribution imaging; higher % means a stronger effect;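 active = activation above 40% with more than 50 cells counted in the well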;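 note: U2OS osteosarcoma cells stably expressing GPR55 and beta-arrestin-GFP; plate controls were DMSO negative control for no effect and LPI positive control for full effect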
GPR55 LPI antagonism – GPR55 antagonists blocking LPI-driven arrestin recruitment, primary screen, imaging, U2OS, beta-arrestin-GFP, LPI agonist (AID 2013). inhibition, % at 10 µM, or IC50 in µM where a hit was titrated. G-protein coupled receptor 55 (Homo sapiens). 0.13% of 290,000 active. U2OS GPR55 beta-arrestin-GFP translocation imaging, LPI antagonism; higher % means a stronger effect;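 active = spots per cell inhibited over 60%, with over 100 cells counted and total cytoplasm intensity under 500,000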;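 note: U2OS cells stably carrying GPR55 and arrestin-GFP stimulated by 5 µM LPI near EC80; imaged beta-arrestin-GFP aggregate spots per cell after agonist stimulation; plate controls were LPI-stimulated DMSO wells for no effect and DMSO wells without LPI for full effect; some results filed as inactive read as strong as hits; confirmed hits need IC50 under 10 µM and bright autofluorescent wells are also inconclusive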
NOD1 NF-kB reporter – NOD1 signaling inhibitors, primary screen, cell-based, luminescence, uHTS (AID 1578); one-dose inhibition, % at 4 µM; EC50 in µM for titrated hits; 1% of 290,000 active; NOD1-driven NF-kB luciferase reporter cells, luminescence; higher % means a stronger effect; in the data active = inhibition mostly above about 36%, no sharp cut-off; inactive = mostly below about 34%;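 note: HEK-293T reporter cells stimulated with the NOD1 agonist gamma-tri-DAP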
KOR beta-arrestin-1 – KOR agonists, beta-arrestin recruitment, primary screen, cell-based, luminescence, uHTS (AID 1777). Kappa-type opioid receptor (Homo sapiens). KOR beta-arrestin recruitment, luminescence; higher % means a stronger effect. activation, % at 10 µM, or EC50 in µM where a hit was titrated. 0.02% of 280,000 active; in the data active = activation above about 50%, passing the limit was not always enough; note: a part of the inactive calls stands beside numbers as strong as those of hits
KOR beta-arrestin-2 – KOR antagonists, beta-arrestin recruitment, cell-based, luminescence, uHTS (AID 1778); Kappa-type opioid receptor (Homo sapiens); KOR beta-arrestin recruitment, luminescence, antagonist mode; higher % means a stronger effect; inhibition, % at 10 µM, or IC50 in µM where a hit was titrated; 0.091% of 290,000 active; note: strong numbers were not always called active
HEK293 NOD2/NF-kB – NOD2 signaling inhibitors, cell-based, luminescence, uHTS, HEK293 (AID 1566); HEK293 NOD2/NF-kB luciferase reporter, luminescence; higher % means a stronger effect; inhibition, % at 4 µM, or EC50 in µM where a hit was titrated; 0.63% of 290,000 active; note: many of its hits are not listed in these tables
NTR1 ag – agonists of NTR1, primary screen, imaging, U2OS cells, beta-arrestin-GFP, high content (AID 493036); Neurotensin receptor type 1 (Homo sapiens), P30989; NTR1-U2OS beta-arrestin-GFP spot imaging, agonist mode; activation, % at 20 µM; 0.17% of 330,000 active;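 active = activation at or above 40% of the spot to cytoplasm intensity ratio, with at least 20 cells analyzed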;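 note: 0% = DMSO without peptide and 100% = 100 nM NTR1 peptide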
Target sequence (P30989 whole entry, looked up): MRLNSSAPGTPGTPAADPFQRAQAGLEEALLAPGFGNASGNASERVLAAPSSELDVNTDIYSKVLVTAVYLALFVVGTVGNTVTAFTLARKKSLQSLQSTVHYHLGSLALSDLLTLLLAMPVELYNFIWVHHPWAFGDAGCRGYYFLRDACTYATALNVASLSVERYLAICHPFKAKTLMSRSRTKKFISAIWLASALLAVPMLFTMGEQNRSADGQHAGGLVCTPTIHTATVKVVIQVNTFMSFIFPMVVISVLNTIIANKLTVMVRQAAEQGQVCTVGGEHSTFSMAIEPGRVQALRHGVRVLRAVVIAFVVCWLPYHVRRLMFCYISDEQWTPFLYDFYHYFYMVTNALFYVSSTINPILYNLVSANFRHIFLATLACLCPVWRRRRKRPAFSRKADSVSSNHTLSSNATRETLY
Myeloid diff 2 – induction of myeloid progenitor differentiation, primary screen, cell-based, flow cytometry, MLPCN library. 1% of 360,000 active. calls only at 10 µM. ER-HoxA9 myeloid progenitors, lysozyme-GFP differentiation. AID 624256, 2012;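 active = normalized GFP-positive differentiation at or above the plate's own cutoff, the solvent-only control mean plus 3 SD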;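 note: cells exposed to compound for four days before flow analysis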
T cell HTS – modulators of CD8 T cell-vesicle binding, primary screen, mouse 2C CD8+ T cells, flow cytometry. 2C CD8+ T cell-vesicle binding; stronger effect = lower value. calls only at 7 µM. 0.068% of 330,000 active. AID 2052, 2009;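 active = response, share of CD8 T cells binding vesicles, and their 90th percentile fluorescence all below set limits, cut at about 80% in these data, passing the limit was not always enough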
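Incubation: binding step 1.5 h, 37 °C, antibody labelling 20 min, ice; system: murine 2C transgenic CD8+ T lymphocytes; technique: cytometric PE anti-B7-1 and Alexa647 anti-CD8 signals after 1% paraformaldehyde fixation; also added: QL9-charged Drosophila Ld/ICAM-1/B7-1 vesicles; control set: naked versus QL9-loaded vesicles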
T cell HTS vesicle-bound % – recorded beside T cell HTS, whose call it bears; double positive events, %; measured here: CD8+ vesicle-bound cell fraction;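 binding gate set so that unloaded-vesicle control wells show 10% double positive cells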
NTR1 ag cell count 20 µM – also measured in NTR1 ag; calls as there; cell count; measured here: cell count, cytotoxicity flag
Myeloid diff 2 GFP+ MAC1+ % – second read-out of Myeloid diff 2, no call of its own (marks repeat the call); GFP+ MAC1+ double positive, %; measured here: differentiation confirmed by MAC1 staining
Active calls of the source: *; & = joins results of further samples; [ ] = dose if it differs, or a comment. Cut-off read from the data, not from the text of the source, unless noted: active = inhibition above about 50%; inactive = the rest. The list is partial (hit frequency here may not be typical).

`Cc1nc2c(C)cccn2c1/C(O)=C1\C(=O)C(=O)N(CCN2CCOCC2)C1c1ccncc1` (configuration not stated) gave GPR55 activation 0.1%, GPR55 LPI antagonism 15%, NOD1 NF-kB reporter -1%, KOR beta-arrestin-1 -2.8%, KOR beta-arrestin-2 16%, HEK293 NOD2/NF-kB 12%, NTR1 ag 1.3, Myeloid diff 2 inactive, T cell HTS inactive, T cell HTS vesicle-bound % 13, NTR1 ag cell count 20 µM 45 and Myeloid diff 2 GFP+ MAC1+ % 1.1.
`O=C(CSc1nn(-c2ccc(F)cc2)c(=S)s1)NC(=O)NCc1ccco1` gave GPR55 activation -0.1%, GPR55 LPI antagonism 14%, NOD1 NF-kB reporter -3%, KOR beta-arrestin-1 7.7%, KOR beta-arrestin-2 -7%, HEK293 NOD2/NF-kB 10%, NTR1 ag 1.8, Myeloid diff 2 inactive, T cell HTS inactive, T cell HTS vesicle-bound % 48, NTR1 ag cell count 20 µM 56 and Myeloid diff 2 GFP+ MAC1+ % 7.6.
CCOC(=O)N1CCN(S(=O)(=O)N(C)C)CC1 was read as GPR55 activation 1.5%, GPR55 LPI antagonism 4%, NOD1 NF-kB reporter -27%, KOR beta-arrestin-1 8.8%, KOR beta-arrestin-2 14%, HEK293 NOD2/NF-kB 2%, NTR1 ag 2.0, Myeloid diff 2 inactive, T cell HTS inactive, T cell HTS vesicle-bound % 25, NTR1 ag cell count 20 µM 41 and Myeloid diff 2 GFP+ MAC1+ % 0.7.
Cc1c(NC(=O)c2cnc(Cl)c(Cl)c2)c(=O)n(-c2ccccc2)n1C was read as GPR55 activation -0.1%, GPR55 LPI antagonism 0%, NOD1 NF-kB reporter -21%, KOR beta-arrestin-1 2.3%, KOR beta-arrestin-2 -56%, HEK293 NOD2/NF-kB -17%, NTR1 ag -0.6, Myeloid diff 2 inactive, T cell HTS inactive, T cell HTS vesicle-bound % 15, NTR1 ag cell count 20 µM 60 and Myeloid diff 2 GFP+ MAC1+ % 0.4.
`CCOc1ccc2nc(NC(=O)C3CCCN(S(=O)(=O)c4cccc5nonc45)C3)sc2c1` (configuration not stated) gave GPR55 activation 0.0%, GPR55 LPI antagonism 0%, NOD1 NF-kB reporter -2%, KOR beta-arrestin-1 -2.5%, KOR beta-arrestin-2 5%, HEK293 NOD2/NF-kB 5%, NTR1 ag 0.2, Myeloid diff 2 inactive, T cell HTS inactive, T cell HTS vesicle-bound % 33, NTR1 ag cell count 20 µM 46 and Myeloid diff 2 GFP+ MAC1+ % 6.7.
For O=C(O)[C@H]1Cc2ccccc2CN1S(=O)(=O)c1ccc(F)cc1 the results were GPR55 activation -0.1%, GPR55 LPI antagonism 16%, NOD1 NF-kB reporter -8%, KOR beta-arrestin-1 1.6%, KOR beta-arrestin-2 2%, HEK293 NOD2/NF-kB 6%, NTR1 ag -0.6, Myeloid diff 2 inactive, T cell HTS inactive, T cell HTS vesicle-bound % 34, NTR1 ag cell count 20 µM 67 and Myeloid diff 2 GFP+ MAC1+ % 0.3.
Screening O=C(NCc1cccc(F)c1)c1noc2c1CCCC2 returned GPR55 activation 0.3%, GPR55 LPI antagonism -10%, NOD1 NF-kB reporter 0%, KOR beta-arrestin-1 4.0%, KOR beta-arrestin-2 -124%, HEK293 NOD2/NF-kB -2%, NTR1 ag -1.7, Myeloid diff 2 inactive, T cell HTS inactive, T cell HTS vesicle-bound % 42, NTR1 ag cell count 20 µM 48 and Myeloid diff 2 GFP+ MAC1+ % 1.4.
Screening COc1cccc(-c2csc(N3CCN(CC(=O)NNC(=O)c4ccc(Br)cc4)CC3)n2)c1 returned GPR55 activation -0.3%, GPR55 LPI antagonism -5%, NOD1 NF-kB reporter -26%, KOR beta-arrestin-1 0.0%, KOR beta-arrestin-2 -7%, HEK293 NOD2/NF-kB -14%, NTR1 ag 1.7, Myeloid diff 2 inactive, T cell HTS inactive, T cell HTS vesicle-bound % 21, NTR1 ag cell count 20 µM 59 and Myeloid diff 2 GFP+ MAC1+ % 0.6.
Screening CC/C(C)=N/N1C(=O)c2ccccc2NC1(C)CC (configuration not stated) returned GPR55 activation 0.2%, GPR55 LPI antagonism -7%, NOD1 NF-kB reporter -21%, KOR beta-arrestin-1 4.0%, KOR beta-arrestin-2 -5%[20 µM], HEK293 NOD2/NF-kB 9%, NTR1 ag -1.0, Myeloid diff 2 inactive, T cell HTS inactive, NTR1 ag cell count 20 µM 77 and Myeloid diff 2 GFP+ MAC1+ % 0.1.
For CCCC(=O)N1CCN(c2ccc(NC(=S)NC(=O)CC)cc2)CC1 the results were GPR55 activation -0.1%, GPR55 LPI antagonism -2%, NOD1 NF-kB reporter -8%, KOR beta-arrestin-1 13%, KOR beta-arrestin-2 -13%, HEK293 NOD2/NF-kB -14%, NTR1 ag -0.8, Myeloid diff 2 inactive, T cell HTS inactive, T cell HTS vesicle-bound % 37, NTR1 ag cell count 20 µM 64 and Myeloid diff 2 GFP+ MAC1+ % 10.
For NC1=NN=C(c2ccc3c(c2)OCCO3)CS1 the results were GPR55 activation -0.6%, GPR55 LPI antagonism 9%, NOD1 NF-kB reporter 28%, KOR beta-arrestin-1 -1.9%, KOR beta-arrestin-2 8%, HEK293 NOD2/NF-kB -46%, NTR1 ag 3.8, Myeloid diff 2 inactive, T cell HTS inactive, T cell HTS vesicle-bound % 59, NTR1 ag cell count 20 µM 57 and Myeloid diff 2 GFP+ MAC1+ % 0.2.
For COc1ccc(-c2nn(-c3ccccc3)cc2/C=N/Nc2ccc(S(N)(=O)=O)cc2[N+](=O)[O-])cc1OC the results were GPR55 activation -0.1%, GPR55 LPI antagonism 1%, NOD1 NF-kB reporter -24%, KOR beta-arrestin-1 -9.6%, KOR beta-arrestin-2 -33%[20 µM], HEK293 NOD2/NF-kB -5%, NTR1 ag 13, Myeloid diff 2 inactive, T cell HTS inactive, T cell HTS vesicle-bound % 44, NTR1 ag cell count 20 µM 80 and Myeloid diff 2 GFP+ MAC1+ % 1.5.
CCn1c(SCC(=O)NC2CCCC2)nc2c1c(=O)n(C)c(=O)n2C was read as GPR55 activation -0.1%, GPR55 LPI antagonism -7%, NOD1 NF-kB reporter 8%, KOR beta-arrestin-1 -4.7%, KOR beta-arrestin-2 -3%, HEK293 NOD2/NF-kB 0%, NTR1 ag -0.5, Myeloid diff 2 inactive, T cell HTS inactive, T cell HTS vesicle-bound % 16, NTR1 ag cell count 20 µM 52 and Myeloid diff 2 GFP+ MAC1+ % 0.4.
Screening COc1ccccc1NC(=O)Cn1cnc2c(nc3n2CCCCC3)c1=O returned GPR55 activation -0.1%, GPR55 LPI antagonism 10%, NOD1 NF-kB reporter -24%, KOR beta-arrestin-1 -2.0%, KOR beta-arrestin-2 -6%, HEK293 NOD2/NF-kB 7%, NTR1 ag -0.7, Myeloid diff 2 inactive, T cell HTS inactive, T cell HTS vesicle-bound % 14, NTR1 ag cell count 20 µM 50 and Myeloid diff 2 GFP+ MAC1+ % 1.6.
CCOC(=O)c1c(N)ssc1=S was read as GPR55 activation 0.1%&0.2%, GPR55 LPI antagonism 10%&6%, NOD1 NF-kB reporter -18%&-2%, KOR beta-arrestin-1 -2.6%&2.3%, KOR beta-arrestin-2 -10%&25%, HEK293 NOD2/NF-kB 14%&21%, NTR1 ag 1.5, Myeloid diff 2 inactive, T cell HTS inactive, T cell HTS vesicle-bound % 30, NTR1 ag cell count 20 µM 51 and Myeloid diff 2 GFP+ MAC1+ % 1.6.
`O=C(NCc1ccc2c(c1)OCO2)C1CC(c2ccc(Cl)cc2)=NO1` (configuration not stated) gave GPR55 activation 0.0%, GPR55 LPI antagonism 12%, NOD1 NF-kB reporter -14%, KOR beta-arrestin-1 1.2%, KOR beta-arrestin-2 -95%, HEK293 NOD2/NF-kB -26%, NTR1 ag 3.1, Myeloid diff 2 inactive, T cell HTS inactive, T cell HTS vesicle-bound % 68, NTR1 ag cell count 20 µM 50 and Myeloid diff 2 GFP+ MAC1+ % 2.1.
Screening Cc1nc2c(C)cccc2cc1C(=O)N/N=C/c1ccc(N(C)C)cc1 returned GPR55 activation -0.1%, GPR55 LPI antagonism -5%, NOD1 NF-kB reporter -4%, KOR beta-arrestin-1 25%, KOR beta-arrestin-2 -5%, HEK293 NOD2/NF-kB -24%, NTR1 ag 1.3, Myeloid diff 2 inactive, T cell HTS inactive, T cell HTS vesicle-bound % 44, NTR1 ag cell count 20 µM 47 and Myeloid diff 2 GFP+ MAC1+ % 5.8.
For CN(C)S(=O)(=O)c1cc(NC(=O)COC(=O)c2ccc3c(c2)OCO3)ccc1Cl the results were GPR55 activation -0.2%, GPR55 LPI antagonism 6%, NOD1 NF-kB reporter -14%, KOR beta-arrestin-1 3.0%, KOR beta-arrestin-2 -12%, HEK293 NOD2/NF-kB 8%, Myeloid diff 2 inactive, T cell HTS inactive, T cell HTS vesicle-bound % 41 and Myeloid diff 2 GFP+ MAC1+ % 0.5.
CC1=C(C(=O)OC(C)C)C2(O)C(=O)c3ccccc3C2(O)N1 (configuration not stated) was read as GPR55 activation -0.4%, GPR55 LPI antagonism 0%, NOD1 NF-kB reporter -25%, KOR beta-arrestin-1 0.7%, KOR beta-arrestin-2 -48%, HEK293 NOD2/NF-kB 1%, NTR1 ag 1.6, Myeloid diff 2 inactive, T cell HTS inactive, T cell HTS vesicle-bound % 28, NTR1 ag cell count 20 µM 59 and Myeloid diff 2 GFP+ MAC1+ % 0.9.
